# Screening results: PubChem BioAssay, several laboratories
# KCNQ2 block – KCNQ2 potassium channel inhibitors, primary screen, cell-based, CHO-K1, FluxOR thallium flux, B-score (AID 2156) | Potassium voltage-gated channel subfamily KQT member 2 (Rattus norvegicus), O88943 | 20 min; active compounds read low | B-score at 10 µM | actives 1.1% (n = 310,000);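 active = fluorescence ratio B-score at most minus 3 library SDs, with starting brightness B-score within 2 library SDs, cut at about -5.5 in these data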
# Target sequence (O88943 whole entry, looked up): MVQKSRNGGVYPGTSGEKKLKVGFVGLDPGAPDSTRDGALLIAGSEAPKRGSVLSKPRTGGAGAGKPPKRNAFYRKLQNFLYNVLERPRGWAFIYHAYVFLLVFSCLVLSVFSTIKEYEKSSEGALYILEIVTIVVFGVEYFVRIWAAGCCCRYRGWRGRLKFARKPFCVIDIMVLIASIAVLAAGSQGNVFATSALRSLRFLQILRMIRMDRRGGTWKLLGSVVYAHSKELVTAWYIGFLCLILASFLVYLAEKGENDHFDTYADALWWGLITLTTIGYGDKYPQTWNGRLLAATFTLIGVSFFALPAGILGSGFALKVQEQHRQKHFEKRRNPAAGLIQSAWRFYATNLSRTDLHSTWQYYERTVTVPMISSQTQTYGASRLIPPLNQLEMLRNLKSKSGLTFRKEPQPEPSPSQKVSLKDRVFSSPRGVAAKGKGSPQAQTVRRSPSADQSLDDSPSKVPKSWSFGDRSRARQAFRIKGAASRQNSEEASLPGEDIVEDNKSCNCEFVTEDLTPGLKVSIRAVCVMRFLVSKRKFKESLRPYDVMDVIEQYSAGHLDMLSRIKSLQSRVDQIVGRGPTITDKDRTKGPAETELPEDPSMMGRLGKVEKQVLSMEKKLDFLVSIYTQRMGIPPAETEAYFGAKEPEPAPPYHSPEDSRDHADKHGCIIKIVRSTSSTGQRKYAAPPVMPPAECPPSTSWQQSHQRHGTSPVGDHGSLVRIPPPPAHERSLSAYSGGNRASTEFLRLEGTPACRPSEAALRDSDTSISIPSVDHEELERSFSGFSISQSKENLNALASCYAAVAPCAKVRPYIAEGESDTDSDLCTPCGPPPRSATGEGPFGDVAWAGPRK
# STK33 inh – inhibitors of purified STK33 kinase, primary screen, biochemical, ADP-Glo luminescence, homogeneous, cell-free | MBP phosphorylation | inhibition, % at 10 µM | actives 0.073% (n = 320,000) | AID 2661, 2010;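 active = inhibition at or above 25%, using the most active replicate where run in duplicate; inactive = inhibition below 25%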
# OX1R FRET antag – antagonists of human orexin 1 receptor (OX1R). OX1R-expressing cells, FRET antagonist read-out. Orexin/Hypocretin receptor type 1 (Homo sapiens), O43613. inhibition, % at 6.6 µM. actives 1.8% (n = 330,000); in the data active = inhibition mostly above about 38%, no sharp cut-off; inactive = mostly below about 40%;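 also: 0% = agonist challenge alone and 100% = reference antagonist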
# * hit, by the source's call; i = inactive; . = no result given; + = active, no number.
SMILES,KCNQ2 block,STK33 inh,OX1R FRET antag
O=C(NC(=S)Nc1ccc(CN2CCOCC2)cc1)c1cccc([N+](=O)[O-])c1,i,5.3,42.1
Cc1cccc(-c2ccc3ncnc(NCc4cccnc4)c3c2)c1,.,-1.2,15.0
COCCN1CCN(Cc2cn(C)nc2-c2cccc(Cl)c2)CC1,i,-1.4,7.8
O=C(Nc1ccc2c(c1)C(=O)N(C1CCCCC1)C2=O)C1CCCO1 (stereo not given),i,8.3,11.1
CCc1ccc(C2CC(c3ccco3)=NN2S(C)(=O)=O)cc1 (stereo not given),i,0.1,9.4
OC(COc1c(Cl)cc(Cl)cc1Cl)CN1CCCCC1 (stereo not given),i,-0.7,7.4
C/C(=N\Nc1ccc(C(=O)O)cc1)c1nc2ccccc2n1C,i,-0.7,12.7
C=CCOc1ccccc1CN1CCC(CO)(CCOc2ccccc2)CC1,i,-1.6,6.2
O=C(O)C1CCCCC1C(=O)OCCCCOC(=O)C1CCCCC1C(=O)O (stereo not given),i,-0.9,3.8
Cc1cnc(NC(=O)CSc2ncn(-c3ccccc3)n2)s1,i,0.1,12.3
Cc1ccc(CNC(=O)C(=O)NCCC2CCCCN2S(=O)(=O)c2cccs2)cc1 (stereo not given),i,-0.2,31.5
COc1ccccc1OCc1ccc(C(=O)N2N=C(C(F)F)CC2(O)C(F)F)o1 (stereo not given),i,0.7,14.6
O=C1c2ccccc2S(=O)(=O)c2cc(N3CCC(C(=O)N4CCCCC4)CC3)ccc21,i,1.0,44.2
COc1cccc(-n2nc(C(C)=O)c(C#N)c2-c2ccco2)c1,i,0.3,16.3
O=C(Nc1ccccc1)c1ccc(Br)c(S(=O)(=O)Nc2ccccn2)c1,i,-1.1,16.2
COc1ccc(C)cc1NS(=O)(=O)c1ccc2c(c1)oc(=O)n2C,i,0.6,6.5
CSCCC(=O)N1CCCC(N2CCN(c3cccc(C(F)(F)F)c3)CC2)C1 (stereo not given),i,0.0,16.6
Cc1nc2ccccc2n1CC(=O)c1ccc(O)c(O)c1,.,-0.5,6.4
CN1CCN(C(=O)c2ccc3c(c2)N(Cc2ccccc2F)C(=O)c2ccccc2S3=O)CC1 (stereo not given),i,-1.1,-3.9
COCCCNC(=S)NC1CC2CCCC(C1)N2Cc1ccco1 (stereo not given),i,-1.7,4.9
Cc1ccc(NC(=O)c2cc(-c3cccs3)on2)cc1,i,-1.1,0.7
O=C(O)/C=C/C(O)c1ccc(Cl)cc1 (stereo not given),.,-2.9,8.5
CCn1c(SCC(=O)c2cccs2)nnc1-c1ccco1,i,2.0,29.7
CCC(C(=O)NC1CCCC1)N(Cc1ccco1)C(=O)CNS(=O)(=O)c1ccccc1 (stereo not given),i,-1.0,4.6
COc1nnc(OC)c2ccccc12,i,-2.9,3.2
C=CC[C@@H](CC(=O)N[C@H](CO)Cc1ccccc1)C(=O)N[C@H](COC(=O)[C@@H](CC=C)Cc1ccc(F)cc1)Cc1ccccc1,.,-0.4,21.9
CCC(=O)Nc1ccc(NC(=S)NC(=O)c2oc3ccccc3c2C)cc1,i,0.2,5.3
CCCS(=O)(=O)NCCc1cc2c(OC)ccc(OC)c2[nH]c1=O,i,-0.9,17.4
O=C(C1CCC(=O)N1Cc1cccnc1)N1CCN(c2ccc(F)cc2)CC1 (stereo not given),i,-0.5,14.3
COc1cccc(Cn2c(=S)[nH]c3ccc(N4CCOCC4)cc3c2=O)c1,i,0.0,19.8
CS(=O)(=O)N(CC(N)=O)c1cccc(Br)c1,i,0.4,14.7
CCOc1c(Cl)cc(CNc2ccc(S(N)(=O)=O)cc2)cc1OC,i,-0.9,10.3
CCN1CCN(c2ccc(NC(=O)c3ccc4c(c3)[nH]c(=O)n4Cc3ccc(OC)cc3)cc2)CC1,i,0.3,9.7
O=C(Nc1nc2ccccc2n1CCN1CCCCC1)c1ccco1,i,2.3,24.9
NC(=O)CC(NC(=O)Cc1ccc(Cl)cc1)c1ccc(NC2CC3CCC2C3)c([N+](=O)[O-])c1 (stereo not given),i,-1.0,12.7
CCN1C(=O)c2cccc3c(N)ccc(c23)C1=O,i,6.8,18.6
Cc1cc(NC(=O)CCCC(=O)N(CC(=O)NC2CCCCC2)c2ccccc2)no1,i,0.0,16.6
Cc1ccccc1Nc1ccc2nonc2c1[N+](=O)[O-],i,-1.3,.
FC(F)(F)c1cnc(N2CCN(C(=S)NCc3ccccc3)CC2)c(Cl)c1,i,-1.6,14.5
CN(C)c1ccc2c3c(ccc(N(C)C)c13)C(=O)OC2,i,-1.5,14.8
CCOC(=O)c1cnc(SCC(=O)Nc2cccc(OC)c2)nc1N,i,-0.2,10.0
Cc1cc(C(=O)Nc2ccc3c(c2)OCO3)no1,i,-1.7,26.8
O=[N+]([O-])c1ccc2nc(N3CCCC3)sc2c1,i,0.2,13.7
CCCC(=O)Nc1ccc2oc(-c3cncc(Br)c3)nc2c1,i,-0.7,10.8
CCOC(=O)c1nnc(-c2ccccc2)nc1NCc1ccc(Cl)cc1,i,-0.6,15.6

# Some of the entries so far, with values ahead of the structure:
KCNQ2 block	STK33 inh	OX1R FRET antag	SMILES
i	-1.0	12.7	NC(=O)CC(NC(=O)Cc1ccc(Cl)cc1)c1ccc(NC2CC3CCC2C3)c([N+](=O)[O-])c1 (stereo not given)
i	6.8	18.6	CCN1C(=O)c2cccc3c(N)ccc(c23)C1=O

# (cont.)
SMILES,KCNQ2 block,STK33 inh,OX1R FRET antag
Cc1ccccc1-n1nc2c(c1NC(=O)C1CCCC1)CS(=O)(=O)C2,i,-1.6,8.3
COc1ccc(CC(=O)OCC(=O)Nc2c(C)n(C)n(-c3ccccc3)c2=O)cc1,i,-0.4,6.0
COc1ccc(CN(C)C(=O)c2cccc(C(=O)N(C)Cc3ccc(OC)cc3)c2)cc1,i,-2.1,-3.5
Cn1ccc(C(=O)Oc2ccc(C(=O)Nc3ccc(F)cc3F)cc2)n1,i,1.6,32.6
CCNC(=O)CN(c1ccc(Cl)cc1)S(=O)(=O)c1ccccc1,i,-0.4,18.9
O=C(CSc1nc2c(sc3ccccc32)c(=O)n1Cc1ccco1)NCC1CCCO1 (stereo not given),i,-0.9,18.3
C=CCn1c(=N)c(C(=O)NCCCOC)cc2c(=O)n3cc(C)ccc3nc21,i,-1.3,57.6*
N#C/C(=C\c1ccc[nH]1)C(=O)Nc1ccccc1[N+](=O)[O-],i,1.0,35.2
Cc1cccc(C)c1-n1c(C)nn(CC2CC2)c1=O,i,-0.3,13.8
CC(=O)N(C)c1ccc(NC(=O)Cc2cccc3ccccc23)cc1,i,-1.3,9.6
Cc1ccccc1C(=O)NC1CC(C)(C)NC(C)(C)C1,i,0.5,-11.5
COc1ccc(C(=O)CN2CCN(CCN3C(=O)c4cccc5cccc(c45)C3=O)CC2)cc1,i,-1.5,91.2*
CNC(=O)c1c(NC(=O)CCS(=O)(=O)c2ccccc2)sc2c1CCN(C(=O)OC)C2,i,-0.3,5.9
Cc1oc(-c2ccc(Cl)cc2)nc1CN1CCC(C(=O)NCc2cccnc2)CC1,i,-0.1,7.8
O=C(COc1cccc(-n2cnnn2)c1)NC1CCCCC1,i,-0.1,14.6
N#Cc1ccc(CSc2ccccn2)c(Cl)c1,i,-1.2,15.6
CCOc1cccc(Nc2ccc([N+](=O)[O-])cn2)c1,i,0.5,30.5
COC(=O)c1cc(OC)c(OC)cc1NC(=O)C1CCC(=O)N1S(=O)(=O)c1ccc(C)cc1 (stereo not given),i,-1.9,11.9
CS(=O)(=O)c1ccc(C(=O)OCC(=O)c2ccc(Cl)s2)cc1,i,-1.7,9.2
Cc1cccc(C(=O)N2CCCC(Nc3ccc(C)c(C)c3)C2)n1 (stereo not given),i,-0.4,21.9
CCN(CC)CCNC(CC(=O)Nc1ccc(Cl)cc1Cl)C(=O)O (stereo not given),i,0.2,8.0
COc1ccc2oc(-c3ccc(C)c(NC(=O)CSc4ccc(Cl)cc4)c3)nc2c1,i,0.2,3.3
COC(=O)[C@@]12CCCN1[C@H](c1ccc(-c3ccc(Cl)c(Cl)c3)cc1)[C@H]1C(=O)N(C)C(=O)[C@H]12,i,-0.5,7.4
COc1ccccc1NC(=O)C1=C(C)NC(=O)NC1c1ccccc1[N+](=O)[O-] (stereo not given),i,0.2,6.5
Cc1[nH]nc(SCC(=O)N2CCCCC2)c1[N+](=O)[O-],i,-1.4,10.2
O=Cc1ccc(OC(=O)/C=C/c2ccccc2)cc1,i,-0.4,12.8
CC(=O)C1=C(C)N2CCN=C2S1,i,-4.6,10.1
Cc1cc(-c2ccc(N=Nc3c(S(=O)(=O)O)cc4cc(S(=O)(=O)O)cc(N)c4c3O)c(C)c2)ccc1N=Nc1c(S(=O)(=O)O)cc2cc(S(=O)(=O)O)cc(N)c2c1O,.,66.0*,+
COc1ccc(CCNC(=O)COC(=O)/C=C/c2cccc(F)c2)cc1,.,-0.6,2.0
Cn1c(=O)[nH]c(=O)c2c1nc(N1CCCCC1)n2C/C=N/NC(=O)c1cc(Br)ccc1O,i,-1.0,21.9
O=C(CCc1nc2ccccc2c(=O)[nH]1)NCc1ccco1,i,-3.0,14.8
CCOC(=O)c1[nH]c(C)c(C(=O)N(C)Cc2ccccc2)c1C,i,-3.2,11.0
Cc1ccc(-c2ccnc(-c3ccc(O)cc3)n2)cc1,i,-1.1,14.7
CC(OC(=O)C1=COCCO1)C(=O)Nc1ccc(Oc2ccccc2)cc1 (stereo not given),i,-1.8,23.3
CCCN1CCC(=O)N([C@H](CSc2ccc(Br)cc2)Cc2ccccc2)CC1,i,-0.2,25.5
COc1ccc(NC(=O)CCC(=O)c2cccs2)cc1S(=O)(=O)Nc1ccc(Cl)cc1,i,-1.6,10.7
Cc1cc(C)n(-c2ccc(C(=O)OCn3nnc4ccccc4c3=O)cc2)n1,i,0.9,37.9
CN(CC(=O)Nc1ccc(Cl)cc1)CC(=O)Nc1cccc2ccccc12,.,0.7,10.0
CN1CCN(C(=O)CSc2nc3ccc(NC(=O)c4ccccc4F)cc3s2)CC1,i,0.6,5.8
CC(NC(=O)C1CCN(S(=O)(=O)c2ccc(Br)s2)CC1)c1ccccc1 (stereo not given),i,0.7,-2.2
CCOc1cc(/C=N/NC(=O)c2cccnc2)ccc1O,i,-0.1,32.0
Cc1cc(C)cc(NC(=O)C2CCN(C(=O)[C@@H]3Cc4ccccc4CN3)CC2)c1,i,-0.6,0.5
O=C(Nc1ccccc1C(=O)Nc1ccccn1)c1ccccc1F,i,0.3,16.6
CCCCOC(=O)Nc1ccc(S(=O)(=O)Nc2nc(C)cc(C)n2)cc1,i,2.0,13.2
O=C(COC(=O)Cc1ccc(Cl)cc1)Nc1ccccc1F,i,-4.2,16.1
Cc1cc(-c2nnc(SCC(=O)c3ccc(F)cc3)o2)no1,i,-1.8,1.0
O=C(Nn1cnnc1)c1ccccc1-c1ccccc1,i,-1.0,14.3
O=C(CSc1ncc(C(F)(F)F)cc1Cl)NCC1CCCO1 (stereo not given),i,0.2,4.3
COC(=O)C12CCC3(SCCS3)C(C(=O)OC)(CCC13SCCS3)C2,i,-3.3,19.7
CCOC(=O)/C=c1\s/c(=C\c2c(OC)ccc3ccccc23)c(=O)n1CC(=O)NCC1CCCO1 (stereo not given),i,-2.5,23.9
O=C(O)c1ccc(N2CCCCC2)cc1O,i,0.2,23.0
CC(=O)Nc1cccc(Oc2nc(C)cc(C)c2C#N)c1,i,-2.1,8.4
COc1ccc(NC(=O)Cc2ccc(C)c(C)c2)cc1S(=O)(=O)N1CCCCC1,.,-0.9,11.5
O=c1ccc(=O)n(-c2ccccc2)[nH]1,i,-0.2,13.2
O=C(CCn1cccc1)NCCc1ccc(Cl)cc1,i,-0.8,9.6
Cc1ccc(C)c(-n2c(=O)c(C#N)cc3c(=O)n4ccccc4nc32)c1,i,0.3,46.3
CNC(=O)c1ccccc1Sc1ccccc1CO,i,-0.4,0.0
Cc1cccc(OCCCC(=O)NC(C)C)c1,i,-1.0,18.8
Cc1cc(Cl)cc(C)c1OCCn1ccnc1,i,0.0,-2.9
CNC(=O)c1cc2cc(Br)ccc2s1,i,-0.2,17.7

# Some of these compounds in order of number of heavy atoms, low to high.
SMILES,KCNQ2 block,STK33 inh,OX1R FRET antag
O=c1ccc(=O)n(-c2ccccc2)[nH]1,i,-0.2,13.2
Cc1cccc(OCCCC(=O)NC(C)C)c1,i,-1.0,18.8
CNC(=O)c1ccccc1Sc1ccccc1CO,i,-0.4,0.0
O=C(CSc1ncc(C(F)(F)F)cc1Cl)NCC1CCCO1 (stereo not given),i,0.2,4.3
Cc1ccc(C)c(-n2c(=O)c(C#N)cc3c(=O)n4ccccc4nc32)c1,i,0.3,46.3
CCOC(=O)/C=c1\s/c(=C\c2c(OC)ccc3ccccc23)c(=O)n1CC(=O)NCC1CCCO1 (stereo not given),i,-2.5,23.9

# 2 compounds picked at random from those above:
SMILES,KCNQ2 block,STK33 inh,OX1R FRET antag
CNC(=O)c1cc2cc(Br)ccc2s1,i,-0.2,17.7
O=C(CSc1ncc(C(F)(F)F)cc1Cl)NCC1CCCO1 (stereo not given),i,0.2,4.3

# Next section:
SMILES,KCNQ2 block,STK33 inh,OX1R FRET antag
COc1ccc(NC(=O)COC(=O)COc2cccc(Br)c2)cc1OC,i,0.1,5.8
Fc1cccc(CCN2CCNC[C@@H]2Cc2ccccc2)c1,i,0.0,19.4
NC(=O)C[C@H]1NC(=O)[C@H](CCC(=O)O)NC(=O)c2cc([N+](=O)[O-])cc(I)c2NCCC[C@@H](C(N)=O)NC1=O,i,-1.4,34.9
O=C(NC1CCCC1)C(c1ccccn1)N(C(=O)c1csnn1)C1CC1 (stereo not given),i,-0.8,6.9
Cc1ccc(S(=O)(=O)N2CCCC2C(=O)NCc2ccccc2Cl)cc1 (stereo not given),-6.56*,-1.3,24.5
